# CHO-K1 Ca PAM – counter-screen for M1 PAMs: effect in parental CHO-K1 cells; hit rate 0.02% among 360,000; ATP EC20, Fluo-8 calcium fluorescence; 0% at ATP EC20, 100% at ATP max; activation, % at 3 µM;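 active means activation above the run cutoff, the mean activation of all test compounds plus 3 SD, cut at about 40% in these data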;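 further: peak over basal fluorescence ratio in a 140 s read after ATP addition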
# M5 antag – antagonists of human muscarinic M5 receptor (CHRM5); inhibition, % at 3 µM; CHO-hM5 cells, Fluo-8 calcium fluorescence, ACh EC80; P08912; hit rate 0.59% among 360,000;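 active means inhibition above a per-plate cutoff, the mean of that plate's test compounds plus 3 SD, cut at about 27% in these data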;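 further: 0% = acetylcholine EC80 with DMSO and 100% = DMSO without agonist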
# M5 PAM – potentiates acetylcholine response at human M5 receptor | P08912 | hit rate 0.3% among 360,000 | AID 624038 | activation, % at 3 µM | CHO-K1 hM5, Fluo-8 calcium, ACh EC20 PAM; 0% = ACh EC20, 100% = ACh EC100;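 active means activation above the run cutoff, the mean activation of all test compounds plus 3 SD, cut at about 18% in these data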
#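 Test system: CHO-K1 hM5 cells / Doses: single-point, 3 µM nominal / Times: Post-acetylcholine fluorescence recording 140 s / Technique: Fluo-8 calcium fluorescence / Measure: Max/basal fluorescence ratio as % of EC20–EC100 ACh window / Benchmarks: low control EC20 acetylcholine (0%), high control EC100 acetylcholine (100%) / Replicates: one well per compound, no replicates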
# TAAR1 ag – human TAAR1 agonism; Q96RJ0; activation, % at 3 µM; AID 624467; CHO RD-HGA16 TAAR1, Fluo-8 calcium fluorescence; vehicle wells 0%, saturating PEA agonist 100%; hit rate 0.99% among 360,000;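 active means activation above the mean activation of all test compounds in the run plus 3 SD, cut at about 38% in these data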
# Target sequence (Q96RJ0 whole entry, looked up): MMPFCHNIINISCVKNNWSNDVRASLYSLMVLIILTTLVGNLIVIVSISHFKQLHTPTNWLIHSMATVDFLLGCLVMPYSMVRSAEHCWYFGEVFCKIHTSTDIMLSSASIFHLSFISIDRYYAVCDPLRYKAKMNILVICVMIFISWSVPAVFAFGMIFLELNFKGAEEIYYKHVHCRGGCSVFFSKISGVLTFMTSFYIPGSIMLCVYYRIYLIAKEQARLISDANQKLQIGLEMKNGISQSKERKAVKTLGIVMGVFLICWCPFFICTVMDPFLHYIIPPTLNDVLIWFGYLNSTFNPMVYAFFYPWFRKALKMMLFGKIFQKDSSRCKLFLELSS
#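 System: CHO RD-HGA16 cells carrying human TAAR1 plus Gα16; Incubation: 17-24 h seeding, 75 min 37 °C dye, 30 min RT; Measured by: Fluo-8 fluorescence, 5 s baseline then 140 s kinetic read; Control set: DMSO and PEA EC100; Replication: single well for each compound.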
# CRFR2-BP antag – CRF-BP/CRF-R2 complex antagonism. HEK293 CRF-R2/CRF-BP, CRF-induced calcium fluorescence. AID 588475. inhibition, % at 11.8 µM. hit rate 0.59% among 350,000;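 active means inhibition of the ligand-induced calcium signal above about 50% at the single tested concentration, limit read from the data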
# M4 PAM – CHRM4 positive allosteric modulation | CHO-K1 hM4/Gqi5, Fluo-8 calcium fluorescence, ACh EC20; 0% = ACh EC20, 100% = maximal ACh | activation, % at 3 µM | hit rate 0.4% among 360,000 | P08173;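 active means activation above its plate's cutoff, the mean activation of sample wells plus 3 SD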; further: some results filed as inactive read as strong as hits
# Target sequence (P08173 whole entry, looked up): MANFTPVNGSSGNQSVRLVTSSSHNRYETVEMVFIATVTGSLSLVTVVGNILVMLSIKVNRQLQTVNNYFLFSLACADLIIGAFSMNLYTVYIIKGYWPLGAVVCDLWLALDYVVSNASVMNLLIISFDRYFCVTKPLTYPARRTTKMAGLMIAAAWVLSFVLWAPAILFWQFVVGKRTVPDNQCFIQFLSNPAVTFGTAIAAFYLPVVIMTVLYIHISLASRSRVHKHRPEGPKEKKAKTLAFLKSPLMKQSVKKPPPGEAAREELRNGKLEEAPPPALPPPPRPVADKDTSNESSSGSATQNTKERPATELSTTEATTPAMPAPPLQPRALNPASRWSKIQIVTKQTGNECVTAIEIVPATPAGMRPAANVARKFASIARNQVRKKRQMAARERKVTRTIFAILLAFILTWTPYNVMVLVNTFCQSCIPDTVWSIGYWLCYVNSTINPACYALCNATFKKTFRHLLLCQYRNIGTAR
# TAAR1 antag – antagonists of human TAAR1 | Q96RJ0 | CHO RD-HGA16 TAAR1, Fluo-8 calcium fluorescence, antagonist | inhibition, % at 3 µM | hit rate 1.5% among 360,000;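 active means inhibition above a per-plate cutoff, the mean inhibition of test compounds on that plate plus 3 SD, cut at about 49% in these data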;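 further: 0% = DMSO plus EC80 beta-PEA response and 100% = DMSO alone without agonist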
#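 Test system: RD-HGA16 CHO cells with stable hTAAR1 and Gα16 / Probe or stimulus: EC80 β-phenethylamine stimulus / Times: seeding 17-24 h prior, 75-min 37 °C, 30-min RT dye loading / Detection: Fluo-8 calcium-sensitive fluorescence / Read-out basis: % inhibition scaled between DMSO and EC80 PEA controls / Repeats: singlicate, one well per test compound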
# M5 ag – agonists of human muscarinic M5 receptor (CHRM5); CHO-K1 hM5 cells, Fluo-8 calcium fluorescence; 0% DMSO wells, 100% maximal acetylcholine response; activation, % at 3 µM; hit rate 0.19% among 360,000;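 active means activation above the run's mean over test compounds plus 3 SD, cut at about 23% in these data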;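 further: signal is peak over basal fluorescence ratio across the kinetic read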
# CRFR2-BP ag – agonists of human CRF-binding protein/CRF-R2 receptor complex. AID 588473. hit rate 0.46% among 350,000. activation, % at 13.2 µM. HEK293 CRF-R2/CRF-BP, calcium dye fluorescence (FLIPR); percent of saturating CRF peptide response;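 active means activation of at least 50%, plus an integration ratio under a set limit after plate pattern correction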;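 further: plate controls were neutral control wells without compound for no effect and CRF at EC100 for full effect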
# * hit, by the source's call; . = no result given. This is a random part of the collection, and some 4.2% of all compounds hit somewhere here.
canonical_smiles	CHO-K1 Ca PAM	M5 antag	M5 PAM	TAAR1 ag	CRFR2-BP antag	M4 PAM	TAAR1 antag	M5 ag	CRFR2-BP ag
CC(C)(C)c1nnc2sc(SCC(=O)c3ccc4c(c3)OCCO4)nn2c1=O	8.4	14.9	-2.3	0.0	-9.6	2.4	-17.6	2.1	2.0
COc1cc(C(=O)NCCOc2ccccc2)c(Br)c(OC)c1OC	21.3	3.2	-2.1	-0.3	-3.8	4.9	25.2	-4.7	0.1
CC(C)(C)c1ccc(S(=O)(=O)N2CCN(c3ncccn3)CC2)cc1	1.8	-19.1	7.6	5.4	4.1	-7.5	-1.0	4.9	11.7
C=C(C)CNc1cc(S(=O)(=O)N2CCOCC2)ccc1Oc1ccccc1	4.4	0.8	-3.7	-3.9	0.6	-1.7	6.8	1.2	-0.7
COc1ccc(/C=C/C(=O)Nc2cccc(S(=O)(=O)NC3=NCCCCC3)c2)cc1	4.4	0.4	-10.3	1.2	2.1	-13.6	0.8	-0.3	-0.9
COc1ccc(C2C3=C(CC(C)(C)CC3=O)Oc3ncn4nc(-c5ccccc5)nc4c32)cc1 (stereo unspecified)	-0.9	-10.9	3.3	-0.6	10.8	10.2	-2.5	-0.5	3.8
COC(=O)c1c(C)[nH]c(C(=O)CN2C(=O)NC3(CCOc4ccccc43)C2=O)c1C (stereo unspecified)	11.3	-1.2	-5.0	19.1	-13.6	5.3	10.5	5.9	-1.1
COc1cc2c(cc1OC)C(c1cccc(Cl)c1)CC(=O)N2 (stereo unspecified)	16.0	-10.2	1.5	5.9	-9.7	2.4	-6.1	-4.3	-0.4
CCOC(=O)Cc1ccc(NC(=O)c2cccc([N+](=O)[O-])c2)cc1	8.4	7.1	-7.0	2.6	9.9	-5.3	-12.3	-1.5	-1.0
Cc1cc(C)c2nc(N3CCN(C)CC3)c(C#N)cc2c1	4.6	3.8	-3.4	49.3*	0.4	-4.4	-27.0	-4.9	-4.5

# New compounds follow:
canonical_smiles	CHO-K1 Ca PAM	M5 antag	M5 PAM	TAAR1 ag	CRFR2-BP antag	M4 PAM	TAAR1 antag	M5 ag	CRFR2-BP ag
COc1cc(CC(=O)N2CCN(C(=O)C3CCCO3)CC2)cc(OC)c1OC (stereo unspecified)	22.9	-4.1	10.2	4.2	11.2	3.9	-9.9	4.7	2.1
O=C(C1CCCN(S(=O)(=O)c2cccc3nonc23)C1)N1CCN(c2ccccc2Cl)CC1 (stereo unspecified)	16.5	11.4	-7.6	8.5	6.5	-13.2	23.7	-2.0	0.1
Cc1ccc(NC(=O)C2=C(O)c3ccccc3N(C)S2(=O)=O)cc1	-0.2	3.5	-1.9	5.2	4.2	-3.4	-25.2	-1.8	30.9
CCCC(=O)NC(=S)Nc1cccc(Cl)c1N1CCCC1	5.6	11.3	-6.7	6.6	-23.3	5.2	-48.2	-6.3	1.9
COc1ccccc1NC(=S)NCCN1CCOCC1	4.2	-2.2	-6.6	-0.1	33.5	0.3	-7.4	-1.8	-2.5
COC(=O)c1sc(S(=O)(=O)NCCCN(C)C)c(C(=O)OC)c1C	-9.3	-2.1	-1.3	0.5	7.5	3.9	-3.5	-4.2	3.5
COc1ccc2cc(C#N)c(Nc3cccc(F)c3)nc2c1	-14.1	1.0	9.3	-1.4	-20.9	-1.1	-21.5	0.1	-4.6
COc1ccc(COC(=O)c2cc([N+](=O)[O-])ccc2N2CCOCC2)cc1F	0.3	2.8	-6.7	5.3	8.5	-0.2	24.6	1.4	1.1
Cc1cc(=O)oc2ccc(OCc3ccccc3)cc12	-7.8	-27.3	5.4	18.1	9.7	-1.9	-4.3	-4.9	-1.0
CCOC(=O)[C@H]1[C@H]2COc3ccc(Br)cc3[C@@H]2N2C(=O)CN(Cc3ccc(OC)cc3)C(=O)[C@@]12C	-7.7	1.4	-6.7	16.4	-14.2	-2.5	39.4	2.5	0.7

# Later entries.
canonical_smiles	CHO-K1 Ca PAM	M5 antag	M5 PAM	TAAR1 ag	CRFR2-BP antag	M4 PAM	TAAR1 antag	M5 ag	CRFR2-BP ag
Cc1n[nH]c(C)c1CNCc1c(C(=O)N2CCCCCCC2)nc2ccc(Cl)cn12	1.5	5.2	0.7	1.5	0.2	7.3	2.1	1.2	1.6
O=C(O)c1cccc(Cn2c(Cl)c(/C=N/NC(=O)c3ccccc3)sc2=O)c1	9.6	-4.2	1.1	-2.9	16.1	6.2	-5.7	-1.4	-1.7
Cc1cc(Br)ccc1NC(=O)CN(C)C(=O)CSCc1ccccc1	-21.7	9.1	-6.0	-0.9	6.5	-4.0	-11.9	-0.5	-1.2
CN1C(=O)CC2(C)C1=CCc1scnc12 (stereo unspecified)	12.0	1.2	-1.9	0.5	.	-3.1	-6.0	0.5	.
Cc1ccc(-c2cc(C(=O)NCCCn3ccnc3)no2)cc1	17.7	1.2	-2.5	12.5	16.9	0.4	-4.0	-5.2	-0.5
CCC(=O)N(C)C[C@@H]1Oc2cc(Br)ccc2S(=O)(=O)N([C@@H](C)CO)C[C@@H]1C	-6.6	3.6	-11.7	1.5	8.2	-6.5	10.6	-0.2	4.3
COc1cc(OC)c(OC)cc1/C=N/NC(=O)CSc1ccccc1F	-6.9	8.3	-2.9	0.2	5.5	0.3	-10.1	-2.0	-2.4
O=C1CC(N2CCN(c3ccc(Cl)c(Cl)c3)CC2)C(=O)N1 (stereo unspecified)	-6.8	13.0	-5.6	9.1	0.1	8.1	-1.9	-0.5	0.6
COC(=O)c1c(C)[nH]c(C(=O)COC(=O)c2c(C)noc2C)c1C	16.5	1.0	8.8	5.7	-13.8	-0.7	-10.9	2.7	10.1
CCC(=O)N1c2ccc(S(=O)(=O)N3CCCCC3)cc2CC1C (stereo unspecified)	-6.4	17.1	-1.9	-0.4	-2.0	8.6	7.8	-5.2	2.2

# More compounds follow.
canonical_smiles	CHO-K1 Ca PAM	M5 antag	M5 PAM	TAAR1 ag	CRFR2-BP antag	M4 PAM	TAAR1 antag	M5 ag	CRFR2-BP ag
Cn1c(NC(=O)C2CC2)cc(=O)n(C)c1=O	11.9	-4.0	1.6	0.9	-5.2	-2.3	-8.2	0.5	-0.5
Cc1ccc2c(CC(=O)N3CCN(S(=O)(=O)c4cccs4)CC3)coc2c1	6.9	3.7	4.0	3.4	5.2	-11.6	13.7	0.5	-0.3
Nc1nnc(CC(=O)NCc2ccccc2)s1	12.1	-0.1	1.5	6.9	5.2	0.0	11.8	2.7	-1.7
CCN(CC)CCN(Cc1cc2cc(C)c(C)cc2[nH]c1=O)C(=S)NCc1ccco1	21.4	-2.0	6.1	-1.4	7.9	-0.2	6.0	-6.2	1.7
Cc1cc(C)n(-c2nc(NCCC(C)C)c3c4c(sc3n2)COC(C)(C)C4)n1	12.0	1.0	-2.6	2.4	-30.3	10.2	30.0	-2.0	-1.2
NC(=O)CSc1nc2c(sc(=S)n2-c2ccccc2)c(=O)[nH]1	18.3	0.8	-3.8	0.7	15.9	5.9	-13.9	-2.7	-1.2
CCN(CC)S(=O)(=O)c1ccc(NC(=O)c2ccc(Cl)nc2)cc1	14.1	-8.2	5.9	6.7	-6.3	-9.0	-5.3	5.2	0.4
CCOC(=O)N1CCC(N(CCOC)C(=S)Nc2cccc(SC)c2)CC1	9.4	2.1	6.9	2.2	-5.6	-1.1	-10.1	5.0	-1.4
CCOCC(=O)Nc1c(C(=O)N2CCN(c3ncccn3)CC2)oc2ccccc12	1.6	-7.2	0.7	6.4	-13.9	-5.1	20.2	6.2	0.7
O=C(Nc1ccccc1)NC1(C(=O)N2CCC(O)CC2)CCCCC1	-8.6	2.0	-1.1	0.7	14.4	3.0	1.8	-1.2	-0.1

# Next part.
canonical_smiles	CHO-K1 Ca PAM	M5 antag	M5 PAM	TAAR1 ag	CRFR2-BP antag	M4 PAM	TAAR1 antag	M5 ag	CRFR2-BP ag
COC(=O)c1cn(NC(=O)c2cc([N+](=O)[O-])ccc2F)c(=O)c2ccccc12	-4.8	10.3	-3.0	-0.2	10.0	-1.6	4.8	1.4	0.1
Clc1ccc(/C=C/c2ncc[nH]2)c(Cl)c1	-1.1	7.5	-10.1	8.9	-7.3	-13.4	-9.6	3.9	1.9
COCCn1nnnc1C(CC(C)C)N1CCN(c2cccc(OC)c2)CC1 (stereo unspecified)	-10.3	20.6	-4.3	12.7	-7.2	5.0	-8.8	-3.9	1.5
CCOCCCNC(=O)C1CC(=O)N(CCc2ccc(C)cc2)C1 (stereo unspecified)	4.3	1.3	-3.0	1.5	-7.1	5.8	-0.6	-2.0	0.1
CCCCN(C)c1c(C)nc2ccc(C(=O)N3CCN(C(C)=O)CC3)cn12	12.4	-4.1	3.7	1.2	.	6.5	-5.5	0.4	.
CC(=O)N1CCCN(C(=O)c2ccc3nc(Cc4ccccc4F)oc3c2)CC1	-15.4	10.9	-5.3	5.4	-8.7	4.4	0.5	-0.9	0.0
COc1ccc(NS(=O)(=O)c2csc(C(=O)Nc3ccccc3)c2)cc1	-0.3	-2.1	-13.1	5.6	-47.5	-10.5	-3.4	2.4	-0.2
CCN(CC)CCNC(=O)c1[nH]c2ccc(OCc3ccccc3)cc2c1C	22.3	-1.1	-7.7	26.7	-30.8	-4.9	12.2	-7.5	3.4
CCOc1ccc(NC(=O)CSc2nnc(C3CC3)n2C)cc1	14.0	-0.9	-5.8	4.9	14.7	-5.8	22.5	-3.2	-0.5
Cc1ccccc1CN(c1ccc(C(=O)NCC2CCCO2)cc1)S(C)(=O)=O (stereo unspecified)	19.6	4.0	-1.7	-0.4	28.1	6.2	11.1	-1.1	-0.6

# Fetched by compound from above, 2 records:
canonical_smiles	CHO-K1 Ca PAM	M5 antag	M5 PAM	TAAR1 ag	CRFR2-BP antag	M4 PAM	TAAR1 antag	M5 ag	CRFR2-BP ag
CCOc1ccc(NC(=O)CSc2nnc(C3CC3)n2C)cc1	14.0	-0.9	-5.8	4.9	14.7	-5.8	22.5	-3.2	-0.5
CC(=O)N1CCCN(C(=O)c2ccc3nc(Cc4ccccc4F)oc3c2)CC1	-15.4	10.9	-5.3	5.4	-8.7	4.4	0.5	-0.9	0.0

# (continued)
canonical_smiles	CHO-K1 Ca PAM	M5 antag	M5 PAM	TAAR1 ag	CRFR2-BP antag	M4 PAM	TAAR1 antag	M5 ag	CRFR2-BP ag
CC1CCCCN1C(=O)CSc1nnc2c(n1)[nH]c1ccccc12 (stereo unspecified)	12.8	6.3	2.9	-1.7	1.7	5.2	-17.0	-2.4	0.9
Cc1cc(/C=C2\SC(=S)N(C)C2=O)c(C)n1-c1ccccc1O	13.3	26.6	-19.0	5.8	-51.1	-15.2	43.7	5.5	34.0
COc1ccc(CCN(C(=O)COc2ccccc2)c2nc(-c3ccccc3)cs2)cc1OC	-2.8	7.1	-4.2	7.1	-53.3	6.0	2.4	-1.9	-2.1
O=C(Nc1ccc(Br)cn1)c1ccc2nccnc2c1	18.6	5.0	-2.9	7.0	-9.5	10.2	10.1	0.7	11.2
CC(=O)N1C[C@H]2CON(C)[C@H]2C[C@H]1c1ccccc1Br	-8.3	3.4	4.3	5.0	-7.6	-0.7	-1.5	0.6	-0.2

# Screening data (PubChem BioAssay)
